Screening results as filed in PubChem.
tim10-1 inh – growth inhibitors of tim10-1 mutant yeast, primary screen, luminescence, uHTS; S. cerevisiae tim10-1 ts strain growth, BacTiter-Glo, 24 h; inhibition, % at 20 µM; hit rate 2.2% among 330,000;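 active means inhibition of at least 40%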;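 further: mutant grown at 25 °C; 0% = DMSO wells with yeast and 100% = wells holding no yeast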
CHOP UPR activ – activators of apoptotic CHOP UPR arm, primary screen, cell-based, CHO-CHOP luciferase reporter, luminescence, uHTS | UPR activation; percent of tunicamycin response over DMSO baseline | activation, % at 10 µM | hit rate 0.34% among 330,000 | AID 449763, 2010;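 active means at 10 µM dose, activation of 40% or more, normalized to positive control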;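 further: 100% = tunicamycin at 10 µg/mL and 0% = DMSO alone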
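Assay system: CHO cells with stable CHOP pathway luciferase reporter; Buffer or medium: F12 plus 10% serum; Times: 16-18 h cell attachment, then 6 h compound exposure, 37 °C; Signal: luciferase luminescence; Read-out basis: percent activation relative to tunicamycin control; Control set: tunicamycin high control, DMSO low control.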
UPR XBP1 act – activators of adaptive XBP1 UPR arm, primary screen, cell-based, CHO-XBP1 luciferase reporter, luminescence, uHTS. activation, % at 20 µM. IRE1-XBP1 UPR activation; percent of tunicamycin response, DMSO as zero. AID 463104, 2010. hit rate 0.33% among 330,000;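 active means versus positive control, 20 µM dose yields 30% or more activation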;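 further: 100% = tunicamycin at 10 µg/mL and 0% = DMSO only wells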
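Material: IRE1-XBP1 luciferase reporter CHO line / Quantity: one thousand reporter cells per well / Buffer or medium: F12 with 10% serum / Compound: 20 µM single concentration, DMSO 1% / Times: 6 h treatment, 37 °C / Detection: Steady-Glo luciferase glow luminescence, 10 min after reagent addition / Benchmarks: tunicamycin high, DMSO low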
Jurkat NFkB inh – inhibitors of induced NF-kB luciferase reporter, primary screen, TCR NF-kB activation inhibitor project, cell-based, luminescence, uHTS | Jurkat, PMA/ionomycin-induced NF-kB luciferase reporter | inhibition, % at 4 µM | hit rate 0.53% among 330,000; in the data active means inhibition above about 50%
tim23-1 inh – growth inhibitors of tim23-1 mutant yeast, primary screen, luminescence, uHTS; S. cerevisiae tim23-1 growth, BacTiter-Glo luminescence, 24 h; inhibition, % at 20 µM; hit rate 1.3% among 330,000; AID 463212, 2010;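 active means growth inhibition of the mutant yeast at or above 50%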;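 further: temperature-sensitive mutant grown at 25 °C; plate controls were DMSO-treated mutant yeast for no effect and medium wells lacking yeast for full effect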
697 NFkB inh – inhibitors of PMA/ionomycin-induced NF-kB reporter, 697 cells, primary screen, B-cell NF-kB inhibitor project, cell-based, luminescence, uHTS; 697 B-cell NF-kB luciferase reporter, 16 h; inhibition, % at 4 µM; hit rate 0.33% among 330,000; in the data active means inhibition above about 35%
TIM10 inh – growth inhibitors of isogenic TIM10 control yeast, primary screen, counter-screen for tim10-1 yeast inhibitor project, luminescence, uHTS; S. cerevisiae TIM10 strain growth, BacTiter-Glo luminescence, 24 h; inhibition, % at 10 µM; hit rate 1.4% among 330,000;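 active means inhibition of 40% or more at the single tested concentration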;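 further: wild-type TIM10 isogenic control strain grown at permissive 25 °C; 0% = DMSO yeast wells and 100% = minimal medium wells without yeast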
Mdm2 MdmX PPI – inhibitors of human Mdm2-MdmX association, primary screen, cell-based, luminescence, split luciferase, SaOS-2, uHTS; hit rate 3% among 330,000; inhibition, % at 8 µM; AID 485346, 2010; Protein Mdm4 (Homo sapiens) + E3 ubiquitin-protein ligase Mdm2 (Homo sapiens), …; SaOS-2 split-luciferase Mdm2/MdmX complementation;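 active means inhibition of at least 50% at 8 µM in the primary screen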
Target sequence (O15151 whole entry, looked up): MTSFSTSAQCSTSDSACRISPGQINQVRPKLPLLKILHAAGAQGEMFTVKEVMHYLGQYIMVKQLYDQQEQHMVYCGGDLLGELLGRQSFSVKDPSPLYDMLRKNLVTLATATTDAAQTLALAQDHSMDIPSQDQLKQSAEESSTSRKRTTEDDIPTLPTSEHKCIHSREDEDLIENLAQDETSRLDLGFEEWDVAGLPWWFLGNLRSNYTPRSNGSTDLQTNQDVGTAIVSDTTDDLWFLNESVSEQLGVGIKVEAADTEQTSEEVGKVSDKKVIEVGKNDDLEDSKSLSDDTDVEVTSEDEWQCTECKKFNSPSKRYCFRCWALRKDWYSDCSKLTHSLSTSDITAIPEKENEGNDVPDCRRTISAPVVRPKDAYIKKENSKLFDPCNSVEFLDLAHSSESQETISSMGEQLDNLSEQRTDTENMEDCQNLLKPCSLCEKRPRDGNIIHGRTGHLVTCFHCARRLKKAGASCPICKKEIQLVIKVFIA
Target sequence (Q00987 whole entry, looked up): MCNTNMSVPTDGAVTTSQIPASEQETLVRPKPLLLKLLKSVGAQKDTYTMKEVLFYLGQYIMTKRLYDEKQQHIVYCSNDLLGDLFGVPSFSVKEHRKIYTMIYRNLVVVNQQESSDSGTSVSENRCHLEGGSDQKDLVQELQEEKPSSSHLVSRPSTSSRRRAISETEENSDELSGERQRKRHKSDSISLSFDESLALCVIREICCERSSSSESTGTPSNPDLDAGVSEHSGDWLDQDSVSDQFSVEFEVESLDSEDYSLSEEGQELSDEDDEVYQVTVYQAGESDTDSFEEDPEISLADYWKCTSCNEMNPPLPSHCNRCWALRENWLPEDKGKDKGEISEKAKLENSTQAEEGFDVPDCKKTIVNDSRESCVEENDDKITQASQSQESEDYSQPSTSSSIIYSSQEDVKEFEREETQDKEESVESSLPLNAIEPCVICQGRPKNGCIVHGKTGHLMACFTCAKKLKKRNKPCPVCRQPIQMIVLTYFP
Active calls of the source: *.

SMILES | tim10-1 inh | CHOP UPR activ | UPR XBP1 act | Jurkat NFkB inh | tim23-1 inh | 697 NFkB inh | TIM10 inh | Mdm2 MdmX PPI
COc1ccc2nc(NC(=O)CSc3nnnn3C)sc2c1 | 0 | 4.3 | 9 | -26 | 1 | -109 | -5 | -43
O=S(=O)(c1ccccc1)N1CCN(Cc2cccc(Cl)c2)CC1 | 39 | -2.3 | 0 | -14 | 25 | 4 | 6 | -5
COc1ccc(N(CC(=O)NCc2ccc3c(c2)OCO3)S(C)(=O)=O)cc1OC | -8 | 0.2 | 1 | -13 | -8 | -9 | -11 | 16
CCOC(=O)N1CCC(NC(=O)C2CCN(C(=O)N3CC(C)Oc4ccc(C)cc43)CC2)CC1 (centres undefined) | 18 | 1.3 | 1 | -18 | 1 | 5 | -12 | 13
Cc1ccc(N(CC(=O)NC2CCC(C)CC2)S(=O)(=O)c2cccnc2)cc1 (centres undefined) | 26 | -1.6 | -3 | -13 | 26 | -16 | 5 | -25
Cc1ccc(NC(=O)CCc2c(C)nn(-c3ccc(N4CCOCC4)nn3)c2C)cc1 | 7 | 3.4 | -2 | 5 | 15 | -17 | 6 | 19
Cc1occc1C(=O)NNC(=O)c1ccc(F)cc1 | 5 | 0.1 | -1 | 8 | 4 | 15 | 0 | -27
Cc1ccc(S(=O)(=O)N2[C@@H](c3ccccc3F)C(C(=O)O)=CC[C@H]2c2cccs2)cc1 | -3 | 3.4 | 0 | 14 | -3 | 15 | -5 | 2
COc1ccc(C(=O)N/C=C/n2cnc3cc(C(F)(F)F)ccc32)cc1 | 10 | 1.2 | -2 | -9 | 4 | -23 | -15 | 6
CCOC(=O)C1=NN(C(=O)COc2ccccc2)C(O)(c2ccc(Br)cc2)C1 (centres undefined) | 23 | 0.0 | -2 | 2 | 39 | 3 | 14 | 2
CC(=O)N1CCN(c2ccc(S(=O)(=O)N3CCOCC3)cc2[N+](=O)[O-])CC1 | -7 | 1.0 | -3 | 12 | 2 | 16 | 3 | -13
Cc1cccn2c(CNCCc3ccccn3)c(C(=O)N3CCOCC3)nc12 | -4 | 0.1 | -5 | -3 | 3 | 4 | -4 | -4
Clc1ccc(OCCn2c(-c3ccco3)nc3ccccc32)cc1 | 36 | 5.2 | -1 | -5 | 33 | -12 | 16 | 7
O=C(Nc1cc(C(F)(F)F)ccc1N1CCOCC1)c1ccc2ccccc2n1 | 26 | 2.7 | 8 | -7 | 29 | -7 | 14 | 17
COc1ccc(C(=O)NCC(=O)N/N=C/c2ccc([N+](=O)[O-])o2)cc1OC | 34 | 113* | 21 | 9 | 87* | -10 | 7 | 19
COc1ccc(NC(=O)CN2C(=O)NC(C)(C3CC3)C2=O)cc1S(=O)(=O)N1CCCCC1 (centres undefined) | -2 | -1.7 | -1 | -6 | 6 | 9 | -1 | 15
COc1ccccc1CCNC(=O)C(=O)NCC1OCCN1S(=O)(=O)c1ccccc1 (centres undefined) | 10 | -2.2 | 3 | 5 | 15 | 7 | -5 | -18
Cc1cc(Cl)ccc1OCC(=O)Nc1cccc(S(=O)(=O)NC2=NCCCCC2)c1 | 17 | 0.8 | -1 | -5 | 14 | -14 | 5 | 10
O=C(CN1C(=O)NC2(CCc3ccccc32)C1=O)Nc1c(Cl)cccc1Cl (centres undefined) | -2 | -0.7 | -2 | 2 | 8 | 23 | 0 | 0
N/C(=N\N=C/c1ccc(Br)cc1)N/N=C\c1ccc(Br)cc1 | -15 | 0.8 | -3 | 8 | -10 | 17 | 32 | 34
C=CCSc1nnc(NC(=O)C23CC4CC(CC(NC(C)=O)(C4)C2)C3)s1 | 12 | 1.1 | -3 | -35 | 6 | -58 | 6 | 2
COc1ccc(S(=O)(=O)N2CCOCC2)cc1NC(=O)COC(=O)c1[nH]c(C)c(C(C)=O)c1C | -6 | 3.2 | -1 | 13 | -11 | 14 | -8 | 33
CCOC(=O)CSc1nnc(Cn2nnc(-c3ccccc3)n2)n1C | 18 | -2.2 | 3 | 2 | 17 | 5 | 1 | 3
Cc1c(-c2csc(N)n2)cnn1C | 11 | 0.3 | 0 | -2 | -1 | 4 | -6 | 3
Cc1ccc(S(=O)(=O)N2CCN(C(=O)CCn3nc(C)c(C)c3C)CC2)cc1C | 9 | 0.5 | -1 | 23 | 15 | 13 | 10 | -16

Quoted at random: 7 entries already listed, in no set order.
SMILES | tim10-1 inh | CHOP UPR activ | UPR XBP1 act | Jurkat NFkB inh | tim23-1 inh | 697 NFkB inh | TIM10 inh | Mdm2 MdmX PPI
COc1ccccc1CCNC(=O)C(=O)NCC1OCCN1S(=O)(=O)c1ccccc1 (centres undefined) | 10 | -2.2 | 3 | 5 | 15 | 7 | -5 | -18
COc1ccc(C(=O)N/C=C/n2cnc3cc(C(F)(F)F)ccc32)cc1 | 10 | 1.2 | -2 | -9 | 4 | -23 | -15 | 6
Cc1ccc(NC(=O)CCc2c(C)nn(-c3ccc(N4CCOCC4)nn3)c2C)cc1 | 7 | 3.4 | -2 | 5 | 15 | -17 | 6 | 19
C=CCSc1nnc(NC(=O)C23CC4CC(CC(NC(C)=O)(C4)C2)C3)s1 | 12 | 1.1 | -3 | -35 | 6 | -58 | 6 | 2
O=C(Nc1cc(C(F)(F)F)ccc1N1CCOCC1)c1ccc2ccccc2n1 | 26 | 2.7 | 8 | -7 | 29 | -7 | 14 | 17
CCOC(=O)CSc1nnc(Cn2nnc(-c3ccccc3)n2)n1C | 18 | -2.2 | 3 | 2 | 17 | 5 | 1 | 3
COc1ccc(C(=O)NCC(=O)N/N=C/c2ccc([N+](=O)[O-])o2)cc1OC | 34 | 113* | 21 | 9 | 87* | -10 | 7 | 19

(further entries)
SMILES | tim10-1 inh | CHOP UPR activ | UPR XBP1 act | Jurkat NFkB inh | tim23-1 inh | 697 NFkB inh | TIM10 inh | Mdm2 MdmX PPI
Cc1ccc2[nH]c(=O)c(COC(=O)C3CCCCC3)cc2c1 | 20 | 1.8 | -2 | -2 | 22 | 20 | 29 | 17
O=C(c1cccc([N+](=O)[O-])c1)N1CCN(S(=O)(=O)N2CCCCC2)CC1 | -2 | -0.7 | -1 | -17 | 0 | 6 | 0 | -9
O=C(NCc1cccs1)C1CC(c2ccc(Cl)c(Cl)c2)=NO1 (centres undefined) | 6 | -0.5 | 2 | 40 | 3 | -44 | -21 | -5
C=C(C)c1cccc(C(C)(C)NC(=O)N(C)C2CCN(C)CC2)c1 | 1 | 1.0 | -1 | 7 | 3 | -1 | 9 | 4
Cc1ccc(N2C(=O)N(CC(=O)N3CCCc4ccccc43)C(=O)C2C)cc1 (centres undefined) | 31 | 0.0 | -1 | -1 | 33 | 16 | 27 | -12
CCn1c(SCC(=O)Nc2ccc(OC)c(OC)c2)nnc1-c1cccs1 | 14 | 0.4 | -2 | 12 | 7 | 16 | 16 | 5
CC(=O)c1cn(CCCCCCCn2cc(C(C)=O)c(=O)[nH]c2=O)c(=O)[nH]c1=O | 5 | -1.0 | 4 | 9 | 0 | 13 | 8 | -25
O=C(O)c1ccn[nH]1 | -5 | -0.9 | -1 | 18 | -5 | 19 | -7 | 20
CCN1CCN(CCCNC(=O)c2cc3cc4ccc(OC)cc4nc3o2)CC1 | 16 | -1.6 | 0 | 1 | 39 | 20 | 11 | -27
Cc1cccc(-c2n[nH]c(=S)n2/N=C/c2ccc(C)o2)c1 | 8 | 0.1 | 0 | 4 | 34 | 4 | 28 | -8
COc1ccc(C(=O)OCC(=O)Nc2c(C)n(C)n(-c3ccccc3)c2=O)cc1 | -11 | 0.9 | -2 | 5 | -7 | 5 | -10 | 21
O=C(N/N=C\c1ccccn1)C1COc2cc3ccccc3cc2O1 (centres undefined) | 24 | -3.8 | -1 | 1 | 43 | -6 | 28 | 9
Cc1ccc(Nc2cc(C)nc3nc(C)nn23)cc1 | 15 | 0.7 | -2 | 21 | 16 | 19 | 8 | 5
CN(Cc1nc2ccccc2c(=O)[nH]1)Cc1nc2ccsc2c(=O)[nH]1 | 3 | -3.1 | -3 | -3 | 7 | 8 | 3 | 18
O=C(c1cccs1)N(Cc1nc2sc3c(c2c(=O)[nH]1)CCCC3)C1CCCC1 | 21 | 1.7 | -1 | -15 | 34 | -324 | 16 | 87*
CCOc1ccccc1N(C(=O)Nc1cccc(Cl)c1)C1=NC(C)CS1 (centres undefined) | 17 | 0.0 | 2 | -3 | 4 | 5 | 10 | 26
Cc1cc(=O)oc2cc(OCC(=O)OCC(=O)N3CCC(C)CC3)ccc12 | 7 | 0.7 | 1 | 0 | -3 | -7 | -5 | -12
CCN(CC)S(=O)(=O)c1cccc(-c2nnc(SCC(N)=O)n2C)c1 | 2 | 1.1 | 0 | 7 | -8 | 9 | 7 | 10
CCCCC(CCC(=O)Nc1ccccc1C(=O)OCC)C(=O)O (centres undefined) | 6 | 2.0 | -4 | -2 | 15 | 13 | 8 | 17
CC1Sc2ccc(C(=O)Nc3ccc(S(=O)(=O)N(C)C)cc3)cc2NC1=O (centres undefined) | 8 | 0.7 | -2 | 0 | -6 | 5 | 8 | 23
CCCc1cc(=O)oc2cc(OCc3cc(OC)c(OC)c(OC)c3)c(Cl)cc12 | -13 | -1.8 | 0 | -26 | 11 | -30 | -8 | 28
Cc1nc(N2CCc3ccccc3C2)[nH]c(=O)c1CCC(C)C | 16 | 4.4 | 1 | -21 | 2 | -28 | 7 | -18
CC(=O)OCCc1c2ccccc2c(CCCN(C)C)c2ccccc12 | 40* | -0.4 | -3 | 17 | 3 | -27 | 14 | 2
Cc1ccc2nc(Nc3ccccc3)cc(C)c2c1 | 31 | 7.5 | 5 | -52 | 58* | -46 | 15 | -29
Nc1ccc(N=Nc2ccccc2O)c(N)c1 | 25 | 5.6 | 4 | -103 | 55* | -137 | 22 | -95
Continued.
SMILES | tim10-1 inh | CHOP UPR activ | UPR XBP1 act | Jurkat NFkB inh | tim23-1 inh | 697 NFkB inh | TIM10 inh | Mdm2 MdmX PPI
COC(=O)c1cc(S(=O)(=O)N2CCN(c3ccc([N+](=O)[O-])cc3)CC2)c[nH]1 | -18 | -0.5 | -2 | 16 | -1 | -7 | 1 | 8
CN(C(=O)COC(=O)CCc1c[nH]c2ccccc12)C(c1ccccc1)c1ccccc1 | 5 | -1.1 | 3 | 4 | 13 | -18 | 14 | -19
O=C(O)c1cccc(N2C(=O)/C(=C/c3ccc([N+](=O)[O-])cc3)C=C2c2ccccc2)c1 | 24 | -0.6 | -6 | 16 | 23 | 31 | 23 | -2
c1ccc(C(c2nnnn2C2CCCCC2)N2CCc3ccccc3C2)nc1 (centres undefined) | 26 | 0.2 | -1 | -8 | 40 | 15 | 2 | 4
CCN(CC)CCN(C(=O)c1ccc2c(c1)OCCO2)c1nc2c(Cl)cccc2s1 | 34 | 2.5 | -2 | 3 | 21 | 6 | 19 | 22
COc1ccc2c(c1)C(c1ccc(N3CCOCC3)cc1)=NNC(c1cccnc1)=N2 | 26 | 1.3 | -1 | -4 | 19 | 14 | 12 | 28
O=C(CN1CCN(c2ccccc2)CC1)NC(=O)NCc1ccccc1 | -1 | 1.6 | -1 | 8 | 6 | 0 | 0 | -7
COCCOn1c(SCCOC)nc2ccccc2c1=O | 4 | 0.3 | 1 | 2 | 18 | 10 | 14 | 8
COc1ccc(NC(=O)C2CCOC2=O)cc1 (centres undefined) | -6 | -0.2 | -1 | -10 | 7 | -2 | 4 | -16
Cc1nnc(NC(=O)c2ccc(S(=O)(=O)N3CCCCC3)cc2)s1 | 8 | 0.5 | 2 | 11 | 6 | -4 | 6 | -13
COc1ccc(C(=O)/C=C/Sc2nc3ccccc3o2)cc1 | 50* | -2.8 | -8 | 11 | 75* | -69 | 38 | 43
